Screens deposited in PubChem by National Center for Advancing Translational Sciences (NCATS).
BRCA1 expr up = BRCA1 expression activation; MCF7-BRCA1-FFLuc reporter, luminescence, 48 h; response scale: scaled: vehicle 0%, 10 µM genistein 100%; Potency, µM (series often up to 46.1 µM), inactives show at the highest dose activation, hits mostly activators; 1.1% of 380,000 active; also: potency is read from the fitted curve at half-maximal effect; nearly all actives have a fitted effect of over 80% in size; some results filed as inactive show a strong effect at the top dose
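48 h compound treatment of MCF7-BRCA1-FFLuc cells (phenol-red free MEM, 37 °C), then 15 min with luciferase substrate and luminescence imaging.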
TSG101-PTAP inh = blocks PTAP/TSG101 interaction to inhibit HIV-1 budding; Q99816; Fluorescence polarization, FITC-PTAP peptide / Tsg101 binding; AID 493005; 340,000 tested, under 10 active; Potency, µM (top dose mostly 115 µM), for inactives: at the top dose activity change, negative = inhibition, actives largely listed as inhibitors; active = well fitted inhibition curve with a large enough effect in the main read-out, with a control signal flat, not every such curve was filed as active; inconclusive = small, poorly fitted or top-dose-only effect, or effect the other way, or a change in a side signal; inactive = no such curve, though single readings can be large or run the other way; also: potency is read from the fitted curve at half-maximal effect; % of control where 0% means no effect
Target sequence (Q99816 whole entry, looked up): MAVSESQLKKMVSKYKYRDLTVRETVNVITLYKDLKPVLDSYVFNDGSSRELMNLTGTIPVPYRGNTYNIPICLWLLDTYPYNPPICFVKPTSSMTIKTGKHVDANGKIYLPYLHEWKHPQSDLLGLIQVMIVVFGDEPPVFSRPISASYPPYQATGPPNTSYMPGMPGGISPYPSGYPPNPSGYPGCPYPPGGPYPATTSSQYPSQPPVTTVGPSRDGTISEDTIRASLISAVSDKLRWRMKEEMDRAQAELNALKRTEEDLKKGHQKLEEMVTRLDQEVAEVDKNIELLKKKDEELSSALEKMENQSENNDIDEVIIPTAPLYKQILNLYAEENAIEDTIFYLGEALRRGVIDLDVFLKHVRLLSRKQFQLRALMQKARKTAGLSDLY
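Fluorescence anisotropy tracks displacement of a FITC-tagged PTAP peptide (50 nM) from the Tsg101 binding domain (10 uM), following a 20 min room-temperature incubation at pH 7.5.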
a7 integrin act = integrin-mediated muscular dystrophy alleviation activation | alpha7betagal myoblasts, beta-gal FDG fluorescence, 48 h | Potency, µM (titrated, usually from 38.3 µM), without a hit: at the top dose activation, actives largely listed as activators | 0.064% of 350,000 active;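 also: potency is read from the fitted curve at half-maximal effect; 100% = response of the positive control SU9516; nearly all actives have a fitted effect of over 60% in size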
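Alpha7betagal+/- myoblasts (passage 13) were plated 16-24 hr, then exposed to compounds (1:260 dilution of DMSO stock) for 48 hours at 37C. After MPER lysis, β-galactosidase reporter activity was read as FDG fluorescence (ex 480/em 540) after 30 minutes.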
CXXC DNA block = inhibitors of human MLL CXXC domain-DNA interaction. MLL-CXXC / FITC-HOXA9 DNA fluorescence polarization. Potency, µM (titrated, usually from 115 µM), for the others: at the highest dose activity change, negative = inhibition, most hits filed as inhibitors. 0.037% of 290,000 active. AID 2662; active = well fitted inhibition curve with a large enough effect in the polarisation, with a control signal flat, not every such curve was filed as active; inconclusive = small, poorly fitted or top-dose-only effect, or effect the other way, or a change in a side signal; inactive = no such curve, though single readings can be large or run the other way; the % refers to the polarisation; also: potency is read from the fitted curve at half-maximal effect
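Purified MLL-CXXC (added from a 7 uM solution) was preincubated 5 min at ambient with pinned compounds in 50 mM Tris-HCl pH 7.5, 50 mM NaCl, 1 mM DTT, 0.05% BSA. Fluorescein-labeled HOX-A9 DNA (50 nM solution) followed, 30 min, then polarization read.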
TRPV1 agonist = human TRPV1 agonism. Q8NER1. TRPV1-expressing cells, Fluo-8 calcium influx, agonist mode. activation, % at 8.33 µM. 0.19% of 320,000 active. AID 540275; in the data active = activation above about 80%; inconclusive = between about 30% and that limit; also: 0% is about no effect
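Cells expressing TRPV1 were dye-loaded with Fluo-8 and read kinetically: 10 s baseline, 3 min after compound (agonist portion), then 2 min after EC20 capsaicin (allosteric enhancer portion). Calcium-bound dye fluorescence at 480/520 nm.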
p53 reactivation = mutant p53 re-activation in reporter cells | H1299 p53-A138V BP100-luciferase reporter, luminescence, 24 h | Potency, µM (highest dose often 92.2 µM), for inactives: at the highest dose activity change, positive = activation, usual class: activators | 0.063% of 320,000 active | AID 504706; also: potency is read from the fitted curve at half-maximal effect; % of control where 0% means no effect; nearly all actives have a fitted effect of over 45% in size
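H1299 (p53-null), stable ts p53-A138V + BP100-Luc; 1000 cells/well, Opti-MEM/10% FBS; cpd 4 pt, 1:5; 24 h, 37 deg C, 5% CO2; detection reagent 10 min RT; luminescence.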
ELG1 DNA repair = inhibitors of ELG1-dependent DNA repair in HEK293T cells. HEK293T ELG1-luciferase reporter, luminescence, 16 h; DNA damage induced by 5-fluorouridine. Potency, µM (series often up to 46.1 µM), for the others: top-dose activity change, negative = inhibition, most hits filed as inhibitors. 2.3% of 330,000 active. AID 504467; also: potency is read from the fitted curve at half-maximal effect; % is scaled to controls: 0 for no effect and ±100 for the full control effect; nearly all actives have a fitted effect of over 55% in size
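HEK293T cells expressing luciferase-tagged ELG1 (2,000/well) received 5-Fluorouridine plus compound or DMSO for 16 hr at 37 °C. Luciferase was read by ONE-Glo luminescence after 30 min at room temperature.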
TCR activator = activates T cell receptor signaling; Potency, µM (titrated, usually from 9.22 µM), for inactives: top-dose activation of IL-2 secretion, hits mostly activators; 330,000 tested, under 10 active; primary human leukocytes, anti-CD3, IL-2 HTRF, 48 h; AID 504894; also: % of control where 0% means no effect
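HTRF read-out of IL-2 secretion: europium cryptate donor excited at 320nm, d2 acceptor emission at 665nm. Cells were primary human leukocytes incubated 48 hr with compounds and a-CD3 beads, supplying TCR signal only.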
B2AR arrestin = recruits beta-arrestin to the human beta2-adrenergic receptor; AID 492947; Potency, µM (top dose mostly 46.1 µM), for inactives: at the highest dose activation, actives largely listed as activators; 0.02% of 330,000 active; beta-arrestin recruitment to beta2AR, cell-based reporter;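 also: potency is read from the fitted curve at half-maximal effect; 0% = DMSO controls and full agonism = EC100 isoproterenol or metaproterenol; nearly all actives have a fitted effect of over 65% in size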
Target sequence (P07550 whole entry, looked up): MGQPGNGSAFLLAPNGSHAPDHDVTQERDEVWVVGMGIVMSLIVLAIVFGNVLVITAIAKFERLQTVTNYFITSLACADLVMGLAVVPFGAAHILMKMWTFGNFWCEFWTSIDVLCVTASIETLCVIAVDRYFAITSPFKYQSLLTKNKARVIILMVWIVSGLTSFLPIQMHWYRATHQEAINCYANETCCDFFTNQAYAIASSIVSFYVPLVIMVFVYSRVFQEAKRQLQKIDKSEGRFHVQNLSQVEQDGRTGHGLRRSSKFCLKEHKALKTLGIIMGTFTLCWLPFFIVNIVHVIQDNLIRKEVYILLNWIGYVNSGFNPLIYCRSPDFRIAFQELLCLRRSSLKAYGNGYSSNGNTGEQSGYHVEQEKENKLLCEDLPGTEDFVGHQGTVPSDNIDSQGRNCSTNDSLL
AT treatment = candidate therapy for ataxia-telangiectasia; […] A-T fibroblasts, KAP-1 phosphorylation AlphaLISA; neocarzinostatin DNA damage 30 min before lysis; Potency, µM (highest dose often 57.5 µM), for the others: at the highest dose activation, hits mostly activators; 0.19% of 320,000 active; AID 485349; also: potency is read from the fitted curve at half-maximal effect; % of control where 0% means no effect; nearly all actives have a fitted effect of over 45% in size
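ATM-like activity read as KAP-1 phosphorylation via AlphaLISA donor/acceptor antibody pairs after lysis and 6 hr at 25C. Cells were ATM-null patient fibroblasts ([…], hTERT), dosed 60 min, then exposed to the DSB inducer NCS for 30 min.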
The depositor's hits bear a star; ? = inconclusive; . = no result given; [ ] = another dose, or the depositor's remark. Unless noted, calls follow the shape of the dose curve; as a rule, active = well fitted curve in the direction sought with a large enough effect; inconclusive = small, poorly fitted or top-dose-only effect, or another doubt; inactive = no such curve, though single readings can be large; an effect the other way counts as inactive or inconclusive.

Second line of a record: BRCA1 expr up | TSG101-PTAP inh | a7 integrin act | CXXC DNA block | TRPV1 agonist | p53 reactivation | ELG1 DNA repair | TCR activator | B2AR arrestin | AT treatment
COc1cc(NS(=O)(=O)c2ccc(NS(=O)(=O)c3ccc(C)cc3)cc2)nc(OC)n1
    -4% | -2% | 12% | -2% | -1 | -1% | 0% | -1% | -0.8% | -3%
Cc1cccc(NC(=O)CNC(=O)COC(=O)c2ccc(C(C)(C)C)cc2)c1C
    -27% | -9% | -14% | . | 2 | 9% | 17% | -4% | 0.5% | -4%
CC(C)c1ccc(OCC(=O)N2CCN(C(=O)c3ccco3)CC2)cc1
    0% | -2% | -5% | 13% | -1 | 11% | ? | 1% | 0.1% | 6%
CCOC(=O)C1CCN(C(=O)C(C)Sc2ccc(Cl)cc2)CC1 (stereo not given)
    0% | -1% | -5% | 3% | 23 | 0% | 6% | -1%[46.1 µM] | -0.7% | .
CCCOc1ccc(/C=C/C(=O)N2CCOCC2)cc1
    53% | 0% | -10% | -10% | 89* | . | ? | 0% | 2.6% | 0%
Cc1cc(Cl)ccc1NC(=S)NCCCO
    20% | 0% | -34% | -2% | 2 | -4% | -3% | -5%[46.1 µM] | 0.5% | 4%
COc1ccccc1CNC(=O)c1ccc(NS(=O)(=O)c2c(C)noc2C)cc1
    -9% | -11% | -1% | 6% | 3 | -13% | -2% | 4% | 0.1% | -2%
CC1(C)CC(NC(=O)c2ccc(Cl)cc2)CC(C)(C)N1
    -1% | 1% | 0% | -11% | -2 | ? | 5% | 5% | 0.3% | -6%
O=C(Cc1cccs1)NCc1cccc(F)c1
    99% | -1% | -15% | 0% | 2 | 18% | ? | 0% | 0.4% | -2%
O=C(C1Cc2ccccc2CN1S(=O)(=O)c1ccc(F)cc1)N1CCOCC1 (stereo not given)
    1% | -9% | -19% | -1% | 1 | -14% | ? | -2% | -0.1% | -1%
N#Cc1ccc(S(=O)(=O)N2CCN(C(=O)c3cn(-c4ccccc4)nc3-c3cccnc3)CC2)cc1
    20% | -4% | 12% | . | . | . | . | -2% | . | .
C=CCNC(=S)Nc1ccccc1-c1nnc2n1CCCCC2
    -7% | 1% | 6% | 34%[activator] | -2 | -7% | 15% | -5% | 0.0% | 6%
O=C(NCCc1nc2ccccc2[nH]1)/C(=C/c1ccco1)NC(=O)c1ccccc1Br
    -26% | -7% | -2% | 2% | 8 | 7% | ? | 0%[46.1 µM] | 4.8% | 3%
CN(CC(=O)N1CCC(C(N)=O)CC1)S(=O)(=O)c1ccc2ccccc2c1
    27% | -3% | 13% | 1% | 0 | . | -4% | 0% | -0.3% | -1%
CN(c1ccccc1C(=O)Nc1cccc(Br)c1)S(=O)(=O)c1ccccc1
    -12% | 2% | 42% | -7% | 8 | ? | ? | -1% | -0.2% | 1%
CCN(CC)c1ccc(CN(C(=O)c2cccs2)C2CCS(=O)(=O)C2)cc1 (stereo not given)
    0% | -1% | 2% | 16% | 9 | -10% | 4% | 7% | -0.1% | 4%
Cc1cc2c(cc(C(=O)OCC(=O)NCc3cccs3)n2C(C)C)o1
    -88% | -1% | 3% | 0% | ? | 5% | -27% | . | -0.3% | 6%
O=C(Nc1nnc(S(=O)(=O)N2CCCCCC2)s1)c1ccccc1F
    63% | -2% | 17% | -2% | 2 | 22% | 17% | -4% | 0.4% | 10%
O=C(CCC(=O)N1CCOc2ccccc21)NCCCN1CCOCC1
    16% | -2% | 11% | . | -1 | . | 1% | 5% | 0.6% | -7%
CN(C)S(=O)(=O)N1CCN(C(=O)c2cccs2)CC1
    -1% | 0% | 5% | 5% | 0 | -1% | -2% | 1% | -0.4% | -4%
O=C(C1CC(=O)N(c2ccccc2F)C1)N1CCOCC1 (stereo not given)
    -6% | 0% | -14% | . | . | -4% | 0% | -1% | -0.1% | -2%
C/C=C/c1ccc(OCC(O)CNCCc2ccc(OC)cc2)c(OC)c1 (stereo not given)
    -9% | -3% | ? | 1% | 1 | 10% | -1% | 5% | -0.2% | 2%
CCC(=O)N(CC(=O)Nc1sc(C)c(C)c1C(N)=O)Cc1ccc(F)cc1
    -8% | -2% | 12% | -1% | 5 | -5% | -22% | 4% | -0.3% | 23%
COc1ccc(OC)c(S(=O)(=O)Nc2cc(OC)c(Cl)cc2OC)c1
    3% | -12% | 4% | -8% | 15 | . | . | . | . | .
O=c1[nH]c2ccccc2c(O)c1O
    -14% | -1% | -23% | 4% | 3 | 18% | 3.3µM* | 4% | 11% | 2%
O=C(NCCO)C(F)(F)C(F)(F)C(F)(F)OC(F)(C(=O)NCCO)C(F)(F)F (stereo not given)
    29% | -2% | 18% | -1% | -4 | 0% | 0% | 2% | 0.0% | .
Cc1cc(C(=O)CN2C(=O)C(=O)N(C3CCCC3)C2=O)c(C)n1CCc1ccc(F)cc1
    -15% | -2% | -14% | . | 2 | 6% | 0% | 2% | -0.1% | -1%
COc1ccc(C(=O)Cn2c(C(=O)/C=C/c3ccccc3)nc3ccccc32)cc1
    -82% | 0% | -69%[inhibitor] | 11% | ? | 16% | ? | -8% | 0.1% | 9%
Cc1c(NC(N)=O)c(=O)n(-c2ccccc2)n1C
    -1% | -13% | -38% | 6% | -2 | -1% | 11% | 2% | 0.3% | 2%
C=CCn1c(SCC(=O)c2ccc(F)cc2)nnc1-c1ccc2c(c1)OCO2
    5% | -1% | -39% | 1% | 26 | 3% | 3% | . | -0.2% | 6%
CC(=O)c1cc2c(cc1N(C(=O)c1ccco1)C(C(=O)NC1CCCC1)c1ccccc1F)OCO2 (stereo not given)
    -8% | 1% | ? | 2% | 2 | -3% | -5% | 5% | -0.4% | 2%
O=C(CNc1ccccc1)N/N=C/c1ccc([N+](=O)[O-])cc1
    -15% | -8% | -11% | 3% | 6 | 1% | -3% | 0%[46.1 µM] | 5.1% | -6%
Cc1cc(C)nc(NS(=O)(=O)c2ccc(NS(=O)(=O)c3ccsc3)cc2)n1
    -8% | -9% | ? | -5% | 10 | 2% | -4% | -2% | -0.8% | -2%
CC1CCCN(C(=O)CN2C(=O)c3ccccc3S2(=O)=O)C1 (stereo not given)
    -22% | -6% | 7% | . | -5 | 34% | ? | -2% | -0.2% | 5%
CCCCN(CC)Cc1ccc(CNC(=O)Nc2ccc(OCC)cc2)o1
    5% | -6% | -1% | -1% | 6 | -1% | 9% | -3% | 0.3% | -1%
CCc1ccc(C2c3[nH]c4ccccc4c3CCN2C(=O)c2ccc(=O)n(C)n2)cc1 (stereo not given)
    -53% | 0% | -5% | 7% | 1 | 2% | ? | -4% | -0.8% | -1%
Cc1ccccc1C(=O)Nc1cc(NC(=O)c2ccccc2C)cc(C(=O)O)c1
    5% | -1% | 23% | -17% | 1 | . | 13% | . | 0.4% | 2%
Clc1ccccc1/C=N/c1cc(-c2ccccc2)nn1-c1ccccc1
    63% | -5% | 6% | 0% | . | 5% | ? | . | 0.0% | 4%

5 of the compounds above, with tabs:
Compound	BRCA1 expr up	TSG101-PTAP inh	a7 integrin act	CXXC DNA block	TRPV1 agonist	p53 reactivation	ELG1 DNA repair	TCR activator	B2AR arrestin	AT treatment
CC1(C)CC(NC(=O)c2ccc(Cl)cc2)CC(C)(C)N1	-1%	1%	0%	-11%	-2	?	5%	5%	0.3%	-6%
O=C(Cc1cccs1)NCc1cccc(F)c1	99%	-1%	-15%	0%	2	18%	?	0%	0.4%	-2%
O=C(C1Cc2ccccc2CN1S(=O)(=O)c1ccc(F)cc1)N1CCOCC1 (stereo not given)	1%	-9%	-19%	-1%	1	-14%	?	-2%	-0.1%	-1%
N#Cc1ccc(S(=O)(=O)N2CCN(C(=O)c3cn(-c4ccccc4)nc3-c3cccnc3)CC2)cc1	20%	-4%	12%	.	.	.	.	-2%	.	.
C=CCNC(=S)Nc1ccccc1-c1nnc2n1CCCCC2	-7%	1%	6%	34%[activator]	-2	-7%	15%	-5%	0.0%	6%
